GAA inh – qHTS Assay for Inhibitors of Human alpha-Glucosidase as a Potential Chaperone Treatment of Pompe Disease. Lysosomal alpha-glucosidase (Homo sapiens), P10253. 0.005% of 200,000 active. Potency, µM (doses to about 76.9 µM), for the others: at the highest dose activity change, negative = inhibition, hits mostly inhibitors. purified human GAA, 4-MU-alpha-glucoside fluorescence;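 note: potency is the fitted concentration of half-maximal effect; plate controls were uninhibited enzyme wells for no effect and no-enzyme background for full effect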
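AC50 values come from Hill fits of compound titrations (up to 77 uM) against 4 nM human enzyme. Substrate 4-methylumbelliferyl-alpha-D-pyranoside at 400 uM, pH 5.0 citrate buffer, 20 min room temperature; fluorescence Ex 365/Em 440 after alkaline stop.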
CBFb-RUNX1 inh – qHTS Assay for Compounds Blocking the Interaction Between CBF-beta and RUNX1 for the Treatment of Acute Myeloid Leukemia; Potency, µM (titrated, usually from 59.8 µM), without a hit: at the highest dose activity, negative = inhibition, actives largely listed as inhibitors; AID 1477, 2009; Runt-related transcription factor 1 (Homo sapiens) + Core-binding factor subunit beta …; 230,000 tested, under 10 active; AlphaScreen CBFb-His/RUNX1-biotin binding, biochemical; note: % of control where 0% means no effect
Target sequence (Q01196 whole entry, looked up): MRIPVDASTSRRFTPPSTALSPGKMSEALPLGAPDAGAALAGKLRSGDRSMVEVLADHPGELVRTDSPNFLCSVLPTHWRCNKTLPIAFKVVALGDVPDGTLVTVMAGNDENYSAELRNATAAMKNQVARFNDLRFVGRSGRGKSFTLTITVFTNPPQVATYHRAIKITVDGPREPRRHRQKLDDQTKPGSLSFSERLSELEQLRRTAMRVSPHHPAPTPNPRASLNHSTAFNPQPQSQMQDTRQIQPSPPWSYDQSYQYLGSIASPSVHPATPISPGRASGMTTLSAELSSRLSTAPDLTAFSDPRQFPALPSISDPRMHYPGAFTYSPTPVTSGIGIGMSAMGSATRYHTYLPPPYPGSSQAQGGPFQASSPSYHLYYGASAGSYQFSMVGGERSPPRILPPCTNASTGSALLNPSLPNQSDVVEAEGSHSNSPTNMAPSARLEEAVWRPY
Target sequence (Q13951 whole entry, looked up): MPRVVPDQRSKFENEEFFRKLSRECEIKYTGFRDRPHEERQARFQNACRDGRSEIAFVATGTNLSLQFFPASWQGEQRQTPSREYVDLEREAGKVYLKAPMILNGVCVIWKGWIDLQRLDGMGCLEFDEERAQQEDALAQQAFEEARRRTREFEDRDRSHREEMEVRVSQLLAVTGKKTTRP
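Compounds were screened at multiple concentrations against a preformed CBF-beta(His)/RUNX1(biotin) complex (30 nM of each) for 15 min at room temperature, followed by 90 min with nickel and streptavidin beads and AlphaScreen reading.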
HTT cytoprotect – qHTS Multiplex Assay to Identify Dual Action Probes in a Cell Model of Huntington: Cytoprotection (ATP) | Potency, µM (doses to about 56.4 µM), for the others: cytoprotection (ATP increase), hits mostly activators | 0.14% of 230,000 active | AID 1471, 2008 | PC12 HTT-Q103 induced, cytoprotection, ATP luminescence, 40 h;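 note: potency is the fitted concentration of half-maximal effect; % of control where 0% means no effect; nearly all actives have a fitted effect of over 45% in size; toxic huntingtin expression switched on by the ecdysone agonist tebufenozide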
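PC12 cells with ecdysone-inducible HTT exon 1 Q103-GFP, induced with 100 nM tebufenozide and co-treated with library compounds in a dose series (1536-well, 1500 cells/well). Cytoprotection read as ATP content by ATPlite luminescence.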
Lamin A splicing – qHTS Assay for Modulators of Lamin A Splicing | 0.01% of 200,000 active | Potency, µM (top dose mostly 46.1 µM), inactives show top-dose ratio change, negative = inhibition, hits mostly inhibitors | HeLa LMNA splicing GFP/RFP minigene ratio, 48 h | AID 1487, 2009; active = well fitted inhibition curve with a large enough effect in the signal ratio, with a control signal flat, not every such curve was filed as active; inconclusive = small, poorly fitted or top-dose-only effect, or effect the other way, or a change in a side signal; the % refers to the signal ratio; note: potency is the fitted concentration of half-maximal effect; % is set by controls: 0 for no effect and ±100 for the full control effect
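S3 HeLa stable clones carrying a lamin A-EGFP splicing minigene plus DsRed2 were seeded at 600 cells/well in Opti-MEM with 2% FBS, pin-dosed and incubated 48 h at 37°C. Acumen cytometry (488 nm) gave the GFP/RFP total-intensity ratio.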
GAA spleen mod – qHTS Assay for Inhibitors and Activators of Human alpha-Glucosidase From Spleen Homogenate. Lysosomal alpha-glucosidase (Homo sapiens), P10253. human spleen homogenate, 4-MU-alpha-glucoside fluorescence. Potency, µM (highest dose often 79.9 µM), without a hit: at the highest dose activity change, negative = inhibition, usual class: inhibitors. 0.006% of 240,000 active;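 note: potency is the fitted concentration of half-maximal effect; 0% = enzyme with vehicle and -100% = no enzyme basal signal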
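Enzyme source: human spleen homogenate, 1 ug/well. Buffer 50 mM citric acid/K phosphate pH 5.0, 0.01% Tween-20. 4-MU-alpha-glucoside 1 mM; 37 C x 40 min; NaOH/glycine stop; fluorescence.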
HttQ103 aggreg – qHTS Multiplex Assay to Identify Dual Action Probes in a Cell Model of Huntington: Aggregate Formation (GFP); PC12 HttQ103-GFP aggregates, Acumen cytometry, 40 h; 1.1% of 220,000 active; AID 1688, 2009; Potency, µM (titrated, usually from 46.1 µM), inactives show at the highest dose activity change, negative = inhibition, usual class: inhibitors; note: potency is the fitted concentration of half-maximal effect; % is set by controls: 0 for no effect and ±100 for the full control effect; nearly all actives have a fitted effect of over 60% in size
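Multiplexed with ATP-based cell death, this channel scores GFP aggregates in PC12 cells expressing inducible HTTex1-Q103-GFP. Induction used 100 nM tebufenozide; compounds were tested in concentration series.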
GAA glycogen – qHTS Assay for Inhibitors and Activators of Human alpha-Glucosidase Cleavage of Glycogen | Lysosomal alpha-glucosidase (Homo sapiens), P10253 | Potency, µM (top dose mostly 76.4 µM), inactives show at the highest dose activity change, negative = inhibition, actives largely listed as inhibitors | recombinant GAA, glycogen substrate, Amplex Red glucose oxidase fluorescence | 0.38% of 300,000 active;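 note: potency is the fitted concentration of half-maximal effect; 0% = full enzyme reaction and -100% = no-enzyme basal signal; the screen sought inhibitors and activators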
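Natural-substrate format: glycogen cleavage by 4 nM human enzyme, glucose read by Amplex Red coupling (Ex 573, Em 610 nm). Normalized to enzyme and no-enzyme controls.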
An asterisk follows results filed as active; ? = inconclusive; . = not tested or not shown; & = joins results of further samples; [ ] = another dose, or the depositor's remark. Unless noted, calls come from the whole dose curve; as a rule, active = well fitted curve in the direction sought with a large enough effect; inconclusive = small, poorly fitted or top-dose-only effect, or another doubt; inactive = no such curve, though single readings can be large; an effect the other way counts as inactive or inconclusive.

| No. | SMILES | Lamin A splicing | GAA spleen mod | CBFb-RUNX1 inh | HttQ103 aggreg | GAA glycogen | GAA inh | HTT cytoprotect |
| --- | --- | --- | --- | --- | --- | --- | --- | --- |
| 1 | Cc1cc(O)c2c(c1O)C(=O)c1c(O)cc(C)c(O)c1C2=O | . | -8% | -17% | . | . | . | ? |
| 2 | COc1ccc(-c2nnc(SC(C)C(=O)NNC(=O)c3ccc(C)cc3)o2)cc1 (stereo not drawn) | -2% | -5% | 1% | 10% | -2% | 0% | -11%[10 µM] |
| 3 | CCN(CC)S(=O)(=O)c1cccc(C(=O)Nc2cc(C)cc(C)c2)c1 | 9% | 2% | 7% | -6% | -7% | -3% | -1% |
| 4 | CCOc1cc(/C=N/NC(=O)c2cccnc2)ccc1OCC(=O)N1CCOCC1 | 0% | -1% | 4% | -15% | -6% | -10% | 17%[10 µM] |
| 5 | COc1ccc(NC(=O)COC(=O)Cc2c[nH]c3ccccc23)cc1OC | -10%[46 µM] | 2% | 9% | 1% | -4% | 2% | -17% |
| 6 | CSc1sc2ccccc2[n+]1CCCS(=O)(=O)[O-] | -2% | -4% | 1% | 11% | 0% | 0% | -9% |
| 7 | CCN1C(=O)[C@H]2[C@H]3[C@H](O)[C@H](O)C/C(=N/O[C@@H](C)c4cn([C@H](CO)Cc5ccccc5)nn4)[C@@H]3CC[C@@H]2C1=O | . | -5%&-5%[17.4 µM] | -12%&16%[13.1 µM] | . | . | . | ? |
| 8 | Cc1ccc2oc(-c3cc(NC(=O)c4ncn[nH]4)ccc3O)nc2c1 | . | 0% | -5% | 7% | 1% | 1% | -11% |
| 9 | COc1cc([N+](=O)[O-])ccc1NC(=O)C[n+]1cccc(C(C)=O)c1 | . | -8% | -22% | -6% | -3% | -3% | . |
| 10 | Cc1ccc(C)c(Cn2c(C)nc3c(sc(=S)n3-c3ccccc3)c2=O)c1 | -3%[46 µM] | -7% | 4% | 1% | 2% | 3% | -52%[inhibitor] |
| 11 | O=C(CN1CCOCC1)Nc1c2c(nc3ccccc13)N(Cc1ccccc1)CC2 | -12% | 4% | 9% | 5% | -3% | ? | 11%[10 µM] |
| 12 | CC1(C)C(=O)C2(CCCCC2)C(=O)OC1c1cccn1-c1ccc([N+](=O)[O-])cc1 (stereo not drawn) | 2% | -1% | -3% | -6% | -9% | -1% | 5%[10 µM] |
| 13 | Cc1ccc(C2C3=C(CCCC3=O)Nc3[nH]c(=S)[nH]c(=O)c32)cc1 (stereo not drawn) | 3% | -1% | 0% | -7% | -3% | 1% | -16% |
| 14 | COc1cccc(OCCn2cc(/C=N/NC(=O)c3ccncc3)c3ccccc32)c1 | ? | -17% | -19% | 6% | -8% | -8% | . |
| 15 | CCc1cccc(CC)c1NC(=O)COC(=O)C1(C)CC1(Cl)Cl (stereo not drawn) | . | 6% | 4% | -8% | -11% | 7% | ? |
| 16 | Cc1noc(/C=C/N(C)C)c1S(=O)(=O)N1CCCC(C(=O)Nc2ccc3c(c2)OCO3)C1 (stereo not drawn) | 3% | 0% | -10% | 21% | 20% | -6% | -22% |
| 17 | COc1cccc(CNC(=O)N[C@@H](CC(C)C)C(=O)O)c1 | 6% | -5% | -5% | 10%[9.22 µM] | -2% | 4% | 6% |
| 18 | CC(=O)C(C)Oc1ncn(-c2ccccc2)n1 (stereo not drawn) | 0% | -1% | 2% | 11% | -6% | -7% | -9% |
| 19 | CCOC(=O)N1CCN(C(=S)NC(=O)c2nn(C)cc2Br)CC1 | . | 0% | -6% | -19%[9.22 µM] | -12% | 6% | -6%[10 µM] |
| 20 | Cc1cccc(N2CCN(C3=NC(=O)/C(=C\c4cn[nH]c4-c4ccccc4)S3)CC2)c1 | -12% | -6% | 4% | -3% | 13% | -4% | 10%[10 µM] |

Five compounds out of the list, arranged by count of non-hydrogen atoms, descending.
| No. | SMILES | Lamin A splicing | GAA spleen mod | CBFb-RUNX1 inh | HttQ103 aggreg | GAA glycogen | GAA inh | HTT cytoprotect |
| --- | --- | --- | --- | --- | --- | --- | --- | --- |
| 4 | CCOc1cc(/C=N/NC(=O)c2cccnc2)ccc1OCC(=O)N1CCOCC1 | 0% | -1% | 4% | -15% | -6% | -10% | 17%[10 µM] |
| 12 | CC1(C)C(=O)C2(CCCCC2)C(=O)OC1c1cccn1-c1ccc([N+](=O)[O-])cc1 (stereo not drawn) | 2% | -1% | -3% | -6% | -9% | -1% | 5%[10 µM] |
| 3 | CCN(CC)S(=O)(=O)c1cccc(C(=O)Nc2cc(C)cc(C)c2)c1 | 9% | 2% | 7% | -6% | -7% | -3% | -1% |
| 1 | Cc1cc(O)c2c(c1O)C(=O)c1c(O)cc(C)c(O)c1C2=O | . | -8% | -17% | . | . | . | ? |
| 17 | COc1cccc(CNC(=O)N[C@@H](CC(C)C)C(=O)O)c1 | 6% | -5% | -5% | 10%[9.22 µM] | -2% | 4% | 6% |

Remaining list, next part:
| No. | SMILES | Lamin A splicing | GAA spleen mod | CBFb-RUNX1 inh | HttQ103 aggreg | GAA glycogen | GAA inh | HTT cytoprotect |
| --- | --- | --- | --- | --- | --- | --- | --- | --- |
| 21 | C/C(=N\OCC(=O)Nc1cc(C)cc(C)c1)c1ccc2c(c1)OCCO2 | -16% | 2% | 9% | -21% | -12% | -1% | 7%[10 µM] |
| 22 | O=C(O)CSc1cccc2cccc(C(=O)O)c12 | -6% | -6% | 9% | -5% | 1% | 2% | -7%[10 µM] |
| 23 | CC(C)(C)c1ccc(C(=O)Nc2ncn[nH]2)cc1 | -17%[46 µM] | 1% | 5% | 23%[9.22 µM] | -7% | ? | 1%[10 µM] |
| 24 | Cc1ccc(-n2nnc(-c3cc4ccccc4nc3Cl)n2)cc1 | . | 0% | 17% | 2%[9.22 µM] | 0% | . | -8%[10 µM] |
| 25 | COc1ccc(CNC(=O)CN(Cc2cccs2)C(=O)CCC(=O)Nc2ccccn2)cc1 | . | 3% | 3% | ? | 1% | 11% | -71%[inhibitor][10 µM] |
| 26 | CN(CCc1ccccn1)C(=O)CCC1CCCN(C(=O)NC2CCCCC2)C1 (stereo not drawn) | . | 1% | 2% | -9%[9.22 µM] | 14% | . | -4%[10 µM] |
| 27 | CC1CC(C)CN(c2oc(-c3ccco3)nc2C#N)C1 (stereo not drawn) | -5% | -4% | 9% | 1% | 0% | 0% | 14% |
| 28 | Cc1cccc(-n2c3nc(=O)[nH]c(=O)c-3cc3c(C)nn(-c4ccccc4)c32)c1C | -8% | 8% | 6% | ? | 15%[76.3 µM] | ? | -8%[10 µM] |
| 29 | O=C(Nc1nc(-c2ccccc2)cs1)NC1CCCCC1 | ? | -5% | 6% | 5% | -4% | 0% | 24%[10 µM] |
| 30 | O=C(NCCN1C(=O)CSC1=O)C1CC(=O)N(c2ccccc2)C1 (stereo not drawn) | 3% | 0% | 3% | -6% | -18% | -6% | 15% |
| 31 | COc1ccc(C(O)c2nccn2Cc2ccccc2)cc1 (stereo not drawn) | 9% | 0% | 3% | 16% | 11% | -9% | 16% |
| 32 | COC(=O)C1SCC2C(=O)N(Cc3cccc(C)c3)CC(=O)N21 (stereo not drawn) | . | -13% | 5% | 4% | 4% | 3% | -21% |
| 33 | O=C(N/N=C/c1cc([N+](=O)[O-])ccc1O)Nc1ccccc1 | -21%[46 µM] | -6% | -23% | -12%[9.22 µM] | -1% | 7% | 0%[10 µM] |
| 34 | Cc1nc(SCC(=O)NCc2ccc(F)cc2)c2c(=O)n(C)c(=O)n(C)c2n1 | -4% | -4% | 15% | -6% | 4% | -6% | -12%[10 µM] |
| 35 | Cc1ccc(S(=O)(=O)c2c(C)nn(C(C)(C)C)c2OC(=O)C2CCCC2)cc1 | ? | 0% | 13% | -30% | -2% | -5% | -39%[inhibitor] |
| 36 | CCOC(=O)c1cc2sccc2n1CC(=O)OC | -1% | -6% | -1% | -11% | 3% | -2% | 20% |
| 37 | COc1ccc(CC(=O)NCCC(C)C)cc1S(=O)(=O)N1CCOCC1 | . | 0% | 8% | 12% | 0% | -1% | -28% |
| 38 | Cc1cccc(NC(=O)CSc2nnnn2-c2cccnc2)c1 | 10% | -6% | 4% | 0% | 3% | ? | 29% |
| 39 | O=C(NCC1CCCO1)c1onc(CSc2cccc3ccccc23)c1C(=O)O (stereo not drawn) | 12%[0.0737 µM] | -10% | 1% | 0% | 3% | 0% | -21% |
| 40 | O=C(CCN1C(=O)c2cccc3cccc(c23)C1=O)NCc1ccco1 | -6%[46 µM] | 1% | -7% | . | 11% | 11% | . |
| 41 | OCC1(Cc2ccc(Cl)cc2)CCN(Cc2ccc(F)c(F)c2)CC1 | . | -1% | 9% | 1%[9.22 µM] | -1% | . | 6%[10 µM] |
| 42 | CC(C)C(c1nnnn1C1CCCCC1)N1CCc2ccccc21 (stereo not drawn) | ? | -2% | 1% | -4% | -8% | -7% | 28% |
| 43 | O=C(COC(=O)CCc1nc2ccccc2s1)NCc1ccco1 | . | 2% | 19% | -7% | 1% | -13% | 4% |
| 44 | CCOc1cccc(/C=C2\NC(=S)N(c3ccccc3)C2=O)c1O | . | -8% | -21% | 2%[9.22 µM] | ? | -12% | -6%[10 µM] |
| 45 | CCOC(=O)c1[nH]c(COC(=O)C2CC(=O)N(Cc3ccccc3)C2)c(C(=O)OCC)c1C (stereo not drawn) | 3% | -11% | 3% | 19% | 7% | -4% | -8% |
| 46 | COc1ccc(-c2cccc(C(=O)Nc3ccc(OC)c(OC)c3)c2)cc1 | -1% | 0% | -2% | 13% | 7% | -5% | 4% |

Screens as filed in PubChem.
